Screening results as filed in PubChem BioAssay.
Rin1 Abl inh = blocks binding of human Rin1 to Abl; TR-FRET Rin1/Abl binding, biochemical; inhibition, % at 7.35 µM; P00519+Q13671; 360,000 compounds, 0.4% hits; in the data active = inhibition above about 5%, passing the limit was not always enough
Target sequence (P00519 whole entry, looked up): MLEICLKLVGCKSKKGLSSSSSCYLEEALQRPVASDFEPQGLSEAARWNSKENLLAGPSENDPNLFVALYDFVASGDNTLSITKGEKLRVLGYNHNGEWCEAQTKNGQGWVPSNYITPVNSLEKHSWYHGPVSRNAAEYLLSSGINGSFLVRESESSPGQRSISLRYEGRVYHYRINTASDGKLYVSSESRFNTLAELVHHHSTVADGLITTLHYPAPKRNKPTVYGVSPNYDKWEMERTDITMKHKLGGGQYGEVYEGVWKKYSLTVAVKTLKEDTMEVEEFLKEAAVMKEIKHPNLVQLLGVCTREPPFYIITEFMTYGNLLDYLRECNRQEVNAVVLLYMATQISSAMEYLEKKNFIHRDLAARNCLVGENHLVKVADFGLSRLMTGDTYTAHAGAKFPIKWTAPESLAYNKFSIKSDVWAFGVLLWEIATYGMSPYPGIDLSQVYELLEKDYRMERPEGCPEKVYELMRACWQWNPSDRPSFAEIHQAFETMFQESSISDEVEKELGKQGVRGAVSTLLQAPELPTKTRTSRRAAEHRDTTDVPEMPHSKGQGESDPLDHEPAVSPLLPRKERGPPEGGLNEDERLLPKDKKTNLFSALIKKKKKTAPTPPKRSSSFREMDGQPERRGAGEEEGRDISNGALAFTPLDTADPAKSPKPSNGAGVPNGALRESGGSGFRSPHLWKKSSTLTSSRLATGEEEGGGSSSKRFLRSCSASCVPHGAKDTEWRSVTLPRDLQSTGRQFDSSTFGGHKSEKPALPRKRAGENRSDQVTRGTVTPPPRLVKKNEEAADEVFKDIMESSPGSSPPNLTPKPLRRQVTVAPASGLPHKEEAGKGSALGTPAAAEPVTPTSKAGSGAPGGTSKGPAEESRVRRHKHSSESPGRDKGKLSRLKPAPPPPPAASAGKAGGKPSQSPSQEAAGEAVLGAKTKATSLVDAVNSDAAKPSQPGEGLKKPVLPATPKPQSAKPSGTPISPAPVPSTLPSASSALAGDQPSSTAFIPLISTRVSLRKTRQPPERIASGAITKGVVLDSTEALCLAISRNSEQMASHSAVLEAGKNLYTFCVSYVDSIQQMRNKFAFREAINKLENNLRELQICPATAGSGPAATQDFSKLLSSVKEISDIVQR
Target sequence (Q13671 whole entry, looked up): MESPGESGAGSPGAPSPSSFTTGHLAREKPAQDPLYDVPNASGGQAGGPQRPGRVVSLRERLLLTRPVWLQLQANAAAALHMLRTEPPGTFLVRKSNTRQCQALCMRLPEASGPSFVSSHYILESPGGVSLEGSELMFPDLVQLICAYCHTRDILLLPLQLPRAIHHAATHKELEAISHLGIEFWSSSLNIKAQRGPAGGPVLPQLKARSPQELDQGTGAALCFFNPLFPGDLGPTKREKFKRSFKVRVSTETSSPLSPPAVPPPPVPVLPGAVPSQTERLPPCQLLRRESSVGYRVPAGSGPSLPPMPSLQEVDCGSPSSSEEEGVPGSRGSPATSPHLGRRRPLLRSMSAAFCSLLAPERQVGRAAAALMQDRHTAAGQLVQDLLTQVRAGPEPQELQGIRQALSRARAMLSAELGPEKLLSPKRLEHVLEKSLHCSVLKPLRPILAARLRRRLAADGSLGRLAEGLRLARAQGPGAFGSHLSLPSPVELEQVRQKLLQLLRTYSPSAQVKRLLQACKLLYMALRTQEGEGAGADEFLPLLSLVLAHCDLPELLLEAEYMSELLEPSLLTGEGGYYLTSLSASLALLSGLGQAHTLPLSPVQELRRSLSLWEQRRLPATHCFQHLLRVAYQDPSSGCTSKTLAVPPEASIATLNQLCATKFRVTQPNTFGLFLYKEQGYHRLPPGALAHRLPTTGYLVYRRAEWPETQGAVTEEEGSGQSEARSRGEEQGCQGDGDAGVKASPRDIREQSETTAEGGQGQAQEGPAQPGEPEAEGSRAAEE
LMPTP block = LMPTP (human) inhibition; inhibition, % at 20 µM; recombinant LMPTP-A, OMFP fluorogenic substrate, fluorescence intensity; 360,000 compounds, 0.22% hits;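 active = compounds that cut the enzyme signal by at least half of the control window in the single-dose screen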;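 also: plate controls were DMSO wells with enzyme plus substrate for no effect and substrate without enzyme for full effect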
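Buffer or medium: Bis-Tris pH 6.0, DTT, detergent; Assay system: LMPTP-A enzyme; Quantity: 0.625 nM enzyme; Detection: endpoint fluorescence intensity; Times: 50 min dark incubation at room temperature; Controls: substrate-only low control, DMSO enzyme-plus-substrate high control; Doses: single 20 µM dose; Read-out: percent inhibition versus substrate-only and uninhibited controls; Reagent: 400 µM OMFP.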
SUMO1-SIM PPI = SUMO1-SIM interaction modulation | P63165 | SUMO1 binding to a labelled peptide, TR-FRET, 1 h | inhibition, % at 20 µM | 360,000 compounds, 0.33% hits | AID 602429; in the data active = inhibition above about 37%
Neddylation inh = blocks human cullin neddylation | P61081+Q13564 | TR-FRET cullin neddylation, biochemical | calls only at 25 µM | 360,000 compounds, 0.58% hits | AID 651699; in the data active = inhibition above about 36%
Scp1 inh = blocks human Scp-1 phosphatase activity | Q9GZU7 | Recombinant Scp1, phosphopeptide, malachite green phosphate absorbance | inhibition, % at 20 µM | 340,000 compounds, 0.88% hits | AID 493091;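 active = inhibition above about 50% at 20 µM, limit read from the data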;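 also: plate controls were DMSO wells with enzyme for no effect and wells lacking enzyme for full effect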
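Incubation: 45 min enzyme reaction at room temperature / System: truncated SCP-1 phosphatase (76-261aa) / Reagent: Phospho 17-mer peptide substrate / Buffer or medium: Acidic Tris acetate buffer with magnesium and detergent / Signal: absorbance at 630 nm / Doses: one concentration, 20 µM, with 1.0% DMSO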
NadD inh = blocks S. aureus nicotinate mononucleotide adenylyltransferase. purified NadD enzyme, colorimetric absorbance read-out. inhibition, % at 20 µM. 360,000 compounds, 0.78% hits; in the data active = inhibition above about 26%; also: some compounds past the cut are filed as inactive
STEP block = blocks human striatal-enriched tyrosine phosphatase; AID 588621; P54829; inhibition, % at 20 µM; recombinant STEP, OMFP fluorogenic substrate, fluorescence; 360,000 compounds, 0.25% hits;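 active = inhibition at 20 µM, scaled per plate between control wells, above about 37%, limit read from the data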;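 also: 0% = DMSO with enzyme and substrate and 100% = substrate only without enzyme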
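Also added – OMFP at 25 µM · Test system – STEP tyrosine phosphatase · Technique – FITC-channel fluorescence of OMFP product · Schedule – 20 min at room temperature, dark · Evaluation – control-normalized % inhibition with plate pattern correction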
CSN deneddyl inh = inhibitors of human CSN-mediated cullin deneddylation; inhibition, % at 12.5 µM; Q92905; AID 651999; Purified CSN, SCF-Nedd8-OG deneddylation, fluorescence polarization; 360,000 compounds, 0.38% hits;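 active = pattern-corrected inhibition above about 35%, with an unprinted fluorescence ratio check between 0.5 and 1.5, limit read from the data, passing the limit was not always enough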;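 also: 0% = enzyme with substrate and 100% = substrate without enzyme; some results filed as inactive read as strong as hits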
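Material: purified human Csn5 enzyme expressed in HEK293T cells / Medium: Tris buffer pH 7.5, NaCl, DTT, Tween-20, trehalose, ovalbumin / Compound dosing: 12.5 µM single point / Schedule: 90 min incubation of compound, enzyme and substrate at room temperature / Signal: fluorescence polarization of the substrate / Control set: no-enzyme wells high, enzyme-with-substrate wells low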
Rpn11 inh = Rpn11 (human) deubiquitinase inhibition. O00487. human 26S proteasome, Ub4-pepOG fluorescence polarization; 20S core pre-blocked with epoxomicin. calls only at 20 µM. 360,000 compounds, 0.59% hits. AID 588493;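 active = inhibition at 20 µM, scaled to each plate's controls, above about 33%, limit read from the data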
DNMT1 block = inhibitors of human DNMT1; P26358; DNMT1 molecular beacon, Hinp1I cleavage, fluorescence; inhibition (reported as % activation of signal), % at 10 µM; 360,000 compounds, 0.83% hits; in the data active = inhibition above about 50%
The depositor's hits bear a star; i = inactive; x = no result given. Compounds were not picked by outcome; about 3.8% have a hit in one of these screens.

#	molecule	Rpn11 inh	DNMT1 block	SUMO1-SIM PPI	NadD inh	LMPTP block
1	COC(=O)COc1ccc(-c2ccc(F)cc2)cc1C=O	i	5	-4	0	-0.2
2	COc1cccc(C(=O)Nc2ccc(N3CCN(Cc4ccccc4)CC3)cc2)c1	i	-11	3	0	1.3
3	N#Cc1ccccc1NC(=S)NC(=O)C1CCC1	i	1	5	1	-0.7
4	O=c1/c(=C/c2ccc(O)c([N+](=O)[O-])c2)sc2nc3ccccc3n12	i	0	5	16	92*
5	Fc1ccc(-c2ccc(/C=N/n3cnnc3)o2)cc1	i	-1	-23	0	-1.4
6	Cc1c(C(=O)N2CCCCC2C)sc2nc3n(c(=O)c12)CCC3 (stereo not given)	i	1	5	-5	-2.0
7	Cc1cccc(C)c1OCCn1nc(C(=O)O)c2ccccc2c1=O	i	2	-4	-6	-0.2
8	COc1ccc(OC)c(NC(=O)COC(=O)c2c3c(nc4ccccc24)CCCC3)c1	i	-13	4	-4	4.2
9	CCC(C)(C)NC(=O)c1ccc2c(c1)OCCO2	i	-1	2	-2	-1.5
10	CCN(CC)S(=O)(=O)c1ccc(NC(=O)[C@@H](NC(=O)c2cc(OC)cc(OC)c2)C(C)C)cc1	i	-7	-1	1	2.1

#	CSN deneddyl inh	STEP block	Neddylation inh	Scp1 inh	Rin1 Abl inh
1	-5	0	i	-7	4
2	-5	0	i	-2	-1
3	-1	2	i	-9	2
4	-11	90*	i	81*	-1
5	2	2	i	-5	-2
6	1	-1	i	-3	2
7	0	4	i	0	-2
8	4	10	i	0	-1
9	-1	2	i	-1	-7
10	-1	4	i	-1	0

(more compounds)
#	molecule	Rpn11 inh	DNMT1 block	SUMO1-SIM PPI	NadD inh	LMPTP block
11	O=C(NCCSCc1ccco1)Nc1cc(Cl)cc(Cl)c1	i	-2	0	-11	2.3
12	O=C(c1ccc2c(c1)OCCO2)C1CCN(C(=O)c2ccc(F)cc2)CC1	i	-10	-5	-3	0.5
13	Cc1c(C(=O)NCc2ccc3c(c2)OCCO3)sc(=O)n1Cc1ccccc1C(F)(F)F	i	3	-1	-2	3.2
14	CCCN1CCN(S(=O)(=O)c2c(C)[nH]c(C)c2C(=O)N2CCCCC2)CC1	i	1	5	-1	-1.2
15	COc1ccc(S(=O)(=O)n2ccc(C(C)Oc3ccc(-c4ccccc4)c(F)c3)n2)cc1 (stereo not given)	i	-2	9	-3	3.3
16	Cc1c(NS(=O)(=O)c2cc(NC(=O)CCN3CCCC(C)C3)ccc2Cl)c(=O)n(-c2ccccc2)n1C (stereo not given)	i	2	2	1	0.6
17	C(=N\Nc1ncnc2sc3c(c12)CCC3)/c1ccncc1	i	-3	-10	10	2.3
18	O=C(Nc1nc(-c2ccccn2)cs1)c1ccccc1-n1cnnn1	i	-5	8	-3	-0.1
19	CNC(=O)c1ccc(-c2nc(-c3ccccc3)cs2)cc1	i	2	-23	6	0.4
20	COc1ccccc1-n1nnnc1SCc1ccccc1	i	-5	6	-6	-0.2

#	CSN deneddyl inh	STEP block	Neddylation inh	Scp1 inh	Rin1 Abl inh
11	-3	1	i	-8	-2
12	2	-2	i	-7	0
13	-4	2	i	x	0
14	0	-2	i	-4	-2
15	2	3	i	-19	2
16	-1	1	i	6	-4
17	0	0	i	-4	-7
18	5	4	i	-14	0
19	-9	3	i	-6	4
20	5	0	i	-14	-2

Additional records
#	molecule	Rpn11 inh	DNMT1 block	SUMO1-SIM PPI	NadD inh	LMPTP block
21	Cc1ccc(N2Cc3ccccc3OC(C)C2=O)cc1 (stereo not given)	i	0	10	-4	-0.8
22	Oc1ccc(-c2n[nH]c(=S)n2-c2ccc3c(c2)OCCO3)cc1	i	0	4	-5	1.6
23	Cc1cc(NC(=O)Nc2ccc(F)c(Cl)c2)no1	i	-4	3	-6	1.5
24	CC(=O)NC1CCN(CC(=O)Nc2cccc([N+](=O)[O-])c2)CC1	i	-3	10	0	-1.2
25	CCCCNC(=S)N(C)/N=C/c1c(C)[nH]c2ccccc12	i	-4	0	-7	1.9
26	COCCn1c(C)cc(/C=C2\NC(=S)N(C)C2=O)c1C	i	-6	-12	3	-1.5
27	CCOC(=O)N1CCN(S(=O)(=O)c2ccc(C(=O)NNc3nc4ccc(Cl)cc4s3)cc2)CC1	i	-21	4	15	1.2
28	Cc1ccc(-c2noc(CN3CCN(c4ccccc4F)CC3)n2)cc1	i	-10	1	5	0.8
29	COc1cc2c(cc1NC(=O)COC(=O)CNS(=O)(=O)c1ccc(C)cc1)oc1ccccc12	i	-11	4	6	1.4
30	CC1(C(=O)NS(=O)(=O)C2CC2)CCCN(C(=O)COc2ccc(Cl)cc2Cl)C1 (stereo not given)	i	4	0	-2	-0.4

#	CSN deneddyl inh	STEP block	Neddylation inh	Scp1 inh	Rin1 Abl inh
21	0	1	i	-16	0
22	-4	1	i	4	3
23	-9	-1	i	-10	1
24	-12	0	i	-1	-1
25	7	0	i	-8	0
26	-8	1	i	-1	1
27	3	1	i	-8	-2
28	-7	0	i	35	-3
29	-18	0	i	-3	0
30	4	-2	i	x	-1

Looked up above:
Rin1 Abl inh, no. 25 stands at 0
STEP block, no. 29 stands at 0

(further entries)
#	molecule	Rpn11 inh	DNMT1 block	SUMO1-SIM PPI	NadD inh	LMPTP block
31	O=C(NCc1ccccc1)N1CCC(c2nc3ccccc3[nH]2)CC1	i	-2	-1	-3	-1.6
32	CC(CN1CCN(c2ccccc2)CC1)c1ccccc1 (stereo not given)	i	0	-2	-5	-4.2
33	Cc1ccc(-c2ccc(OCC(=O)N3CCOCC3)cc2)cc1	i	-2	0	-2	0.2
34	COC(c1ccccc1)(c1ccccc1)C(Oc1nccc(C)n1)C(=O)O (stereo not given)	i	-1	4	6	-2.1
35	Cc1cccc(NC(=O)c2ccccc2[N+](=O)[O-])n1	i	0	-10	5	-0.8
36	CN(CCN1CCOCC1)C(=O)CC1C(=O)NCCN1Cc1ccccc1F (stereo not given)	i	-2	3	-5	-0.1
37	NCCNC(=O)Cc1ccc(NC(=O)Cc2ccc(Nc3ncnc4c3ncn4[C@@H]3O[C@H](CO)[C@@H](O)[C@H]3O)cc2)cc1	i	-5	33	1	1.0
38	CCNC(=O)N1C[C@H]2CON(C)[C@H]2C[C@H]1c1ccccc1Br	i	1	0	-7	-1.1
39	Cc1ccc(C(=O)OCC(=O)c2ccc(Cl)s2)s1	i	0	-8	-12	1.8
40	COCCNC(=O)[C@H]1N2C(=O)c3ccccc3C2SC1(C)C (stereo not given in full)	i	-2	-2	-9	-1.0

#	CSN deneddyl inh	STEP block	Neddylation inh	Scp1 inh	Rin1 Abl inh
31	5	18	i	-7	2
32	-6	-4	i	-3	-4
33	-1	3	i	3	-1
34	5	2	i	-7	2
35	0	1	i	-13	0
36	1	-2	i	-5	2
37	3	-1	i	-9	16*
38	1	2	i	x	1
39	1	-1	i	-6	-2
40	1	-1	i	-10	-1

Four compounds drawn at random from those above, as already listed:
#	molecule	Rpn11 inh	DNMT1 block	SUMO1-SIM PPI	NadD inh	LMPTP block
39	Cc1ccc(C(=O)OCC(=O)c2ccc(Cl)s2)s1	i	0	-8	-12	1.8
35	Cc1cccc(NC(=O)c2ccccc2[N+](=O)[O-])n1	i	0	-10	5	-0.8
32	CC(CN1CCN(c2ccccc2)CC1)c1ccccc1 (stereo not given)	i	0	-2	-5	-4.2
37	NCCNC(=O)Cc1ccc(NC(=O)Cc2ccc(Nc3ncnc4c3ncn4[C@@H]3O[C@H](CO)[C@@H](O)[C@H]3O)cc2)cc1	i	-5	33	1	1.0

#	CSN deneddyl inh	STEP block	Neddylation inh	Scp1 inh	Rin1 Abl inh
39	1	-1	i	-6	-2
35	0	1	i	-13	0
32	-6	-4	i	-3	-4
37	3	-1	i	-9	16*

Further entries
#	molecule	Rpn11 inh	DNMT1 block	SUMO1-SIM PPI	NadD inh	LMPTP block
41	COc1ccc(NC(=O)c2cccc(S(=O)(=O)N3CCOCC3)c2)cn1	i	-13	-4	-2	-2.6
42	O=C(/C=C/c1ccc(O)c(O)c1)c1ccccc1O	i	9	-29	-4	3.9
43	O=C(NCC1CCCO1)c1cnc(Cl)c(Cl)c1 (stereo not given)	i	1	1	-3	-1.9
44	CC(NS(=O)(=O)c1ccc([N+](=O)[O-])cc1)C(c1cccs1)N1CCOCC1 (stereo not given)	i	1	-28	-3	-1.8
45	CN1CCN(S(=O)(=O)c2ccc(NC(=O)c3cccc(F)c3)cc2)CC1	i	3	1	1	-0.6
46	Cc1c(NC(=S)Nc2ccccc2C(F)(F)F)cccc1[N+](=O)[O-]	i	-1	-3	-2	-1.1
47	Cc1ccccc1C(=O)N1CCC(C(=O)N2CCCc3ccccc32)CC1	i	-3	6	-1	-0.2
48	COc1ccc(/C=C2/SC(=S)NC2=O)cc1OCc1ccccc1	i	1	22	5	0.7
49	CCCCCNC(=O)C(c1ccccc1F)n1c(=O)c(-c2ccco2)nc2ccccc21 (stereo not given)	x	x	-6	x	2.6

#	CSN deneddyl inh	STEP block	Neddylation inh	Scp1 inh	Rin1 Abl inh
41	-5	-1	i	-2	1
42	1	2	i	-17	-3
43	-3	-2	i	-8	3
44	-3	-1	i	1	5
45	1	-1	i	-2	0
46	1	-2	i	-1	-5
47	3	0	i	-8	0
48	8	0	i	-4	4
49	20	x	i	x	x

Single records, as listed above:
`CC(NS(=O)(=O)c1ccc([N+](=O)[O-])cc1)C(c1cccs1)N1CCOCC1` (stereo not given) in the list: Rpn11 inh = i; DNMT1 block = 1; SUMO1-SIM PPI = -28; NadD inh = -3; LMPTP block = -1.8; CSN deneddyl inh = -3; STEP block = -1; Neddylation inh = i; Scp1 inh = 1; Rin1 Abl inh = 5
`CN1CCN(S(=O)(=O)c2ccc(NC(=O)c3cccc(F)c3)cc2)CC1` in the list: Rpn11 inh = i; DNMT1 block = 3; SUMO1-SIM PPI = 1; NadD inh = 1; LMPTP block = -0.6; CSN deneddyl inh = 1; STEP block = -1; Neddylation inh = i; Scp1 inh = -2; Rin1 Abl inh = 0
